High-throughput results deposited in PubChem BioAssay by NCI.
NCI-60 one-dose screen, 48 h, at 10 µM unless noted. Numbers give growth in % (100 = growth as untreated, 0 = no growth, -100 = all killed).
NCI-H226: NCI-H226 lung cancer; AID 1794732; 3.5% of 79,000 active
NCI-H322M: NCI-H322M lung cancer. AID 1794733. 2.7% of 80,000 active
SW-620: SW-620 colon cancer. AID 1794795. 5.2% of 82,000 active
NCI-H23: NCI-H23 lung cancer; 4% of 80,000 active; AID 1794731
NCI-H460: NCI-H460 lung cancer; 6.8% of 82,000 active
HT29: HT29 colon cancer; AID 1794748; 7.4% of 81,000 active
COLO 205: COLO 205 colon cancer | 7.3% of 79,000 active | AID 1794742
HCT-15: HCT-15 colon cancer; 5.2% of 82,000 active
NCI-H522: NCI-H522 lung cancer; 8% of 78,000 active; AID 1794739
Starred values were filed as active, the others as inactive; . = no result given; & = joins results of further samples. The calls were made as follows: active = growth percent below 10; inactive = the rest. Rows were taken by chance, and some 12% of all compounds hit somewhere here.

SMILES	NCI-H226	NCI-H322M	SW-620	NCI-H23	NCI-H460	HT29	COLO 205	HCT-15	NCI-H522
CC(C)C1CCC(OC(=O)CCl)CC1 (stereo unspecified)	100.9	109.1	110.8	97.5	104.1	103.9	112.0	101.0	94.0
O=[N+]([O-])c1ccc(/C=N/NCc2nc(Cl)c3ccccc3n2)cc1	93.6	92.0	99.0	98.4	98.7	97.6	101.3	96.4	87.0
c1ccc(-n2ccc3c2-c2oncc2CC3)cc1	100.4	113.0	103.7	96.1	107.7	104.4	111.0	98.0	102.9
O=C(N=Nc1c(O)[nH]c2ccc([N+](=O)[O-])cc12)c1ccc2nc(-c3ccc(Cl)cc3)[nH]c2c1	90.1	109.5	88.3	88.4	111.1	117.0	91.7	104.3	89.3
O=C(Sc1n[nH]c(=O)[nH]c1=O)c1ccccc1	92.5	100.5	102.5	101.4	107.5	95.8	112.1	110.2	89.2
Cc1ccc(NC(=O)NCC2(C)CC(NC(=O)Nc3ccc(C)cc3)CC(C)(C)C2)cc1 (stereo unspecified)	88.6	72.6	115.0	101.3	91.2	102.1	107.1	87.5	83.2
Cc1[nH]c(C2CC(c3ccc(C(F)(F)F)c(F)c3)=NN2c2ccc(Cl)cc2)c(C)c1C(=O)O (stereo unspecified)	89.1	95.8	102.3	88.8	97.3	102.1	124.2	74.6	92.9
C#C[C@@]1(O)[C@@H](CO)O[C@@H](n2cc(Br)c3c(N)ncnc32)[C@@H]1O	21.2	1.5*	-0.4*	2.8*	-36.0*	3.3*	-36.8*	2.9*	-30.7*
COc1ccc(CN2c3ccccc3Oc3ccccc32)cc1F	100.6	91.5	33.6	71.8	47.6	11.2	41.7	47.4	-13.2*
C=C(C)[C@@H]1CC=C2c3sc(NC(C)=O)nc3CC[C@]2(C)[C@H]1C	101.0	95.4	95.0	87.9	102.0	95.0	98.3	98.1	90.6
CC[C@]12C=CCN3CC[C@@]4(c5ccc(OC)cc5N(C)[C@H]4[C@@](O)(C(=O)OC)[C@@H]1OC(=O)CCC[P+](c1ccc(OC)cc1)(c1ccc(OC)cc1)c1ccc(OC)cc1)[C@@H]32	-80.3*	-97.7*	-82.4*	-92.5*	-85.2*	-84.3*	-64.4*	-86.3*	-89.4*
CCN(CC)CCOc1nc(Oc2ccccc2C(=O)O)cc(-c2ccco2)n1	.	99.3	106.6	104.6	112.5	.	111.3	107.0	90.5
O[N+]1=CC=CCC1=S.On1ccccc1=S.[Zn]	-85.9*	-87.3*	-77.2*	-53.1*	-70.5*	-47.5*	-74.9*	-57.0*	-92.4*
Cc1ccc(C2=NN3C(C2)c2ccccc2OC3c2ccc3noc(-c4ccc(C)cc4)c3c2)cc1 (stereo unspecified)	97.9	100.3	99.6	92.0	108.8	108.5	115.5	102.7	98.4
C=CCOC(=O)C1=C(C)NC2=C(C(=O)CC(C)(C)C2)C1c1ccc(OC)cc1 (stereo unspecified)	98.4	95.7	98.9	104.4	106.0	101.5	108.9	105.0	82.8
CCn1c(N)cc(=O)[nH]c1=S	103.1	145.6	103.5	106.8	121.1	.	125.9	111.3	114.1
C=C1CC[C@H]2[C@@](C)(CCC3OC(c4ccc(OCc5cn(C6OC(COC(C)=O)C(OC(C)=O)C(OC(C)=O)C6OC(C)=O)nn5)cc4)OC[C@]32C)[C@@H]1/C=C/C1=CCOC1=O (stereo partly specified)	99.2	102.4	106.6	.	104.2	114.5	114.2	97.9	100.7
Cc1ccc(Cl)c(-n2c(SCC(=O)Nc3ccc(S(=O)(=O)Nc4nccs4)cc3)nc3ccccc3c2=O)c1	92.9	105.8	99.7	103.7	110.5	106.8	113.3	102.1	94.4
Cc1[nH]c(C(=O)Nc2ccccc2OCc2cccc(C(=O)NCCN)c2)cc1Cl	101.0	92.9	32.4	101.6	100.1	69.4	102.1	105.9	95.0
O=C(COc1ccccc1)NCC(=O)Nc1ccc(Oc2ccccc2)cc1	99.1	116.2	99.9	110.1	112.0	104.5	109.0	104.1	95.8
Cc1ccc(-c2csc(NC(=O)CN3CCN(c4cc(=O)n(-c5ccccc5)c5ccccc45)CC3)n2)cc1	82.7	92.0	96.1	70.3	88.9	95.4	112.7	74.0	77.1
N#Cc1ncc(-c2ccc(F)c(F)c2F)c(NC2CCCCCC2)n1	93.8	85.7	98.0	88.1	98.9	95.6	99.8	76.1	72.0
CC(=O)Oc1c2c(nc3c1c1ccccc1n3Cc1ccccc1)-c1ccccc1C2	85.9	92.2	98.8	72.0	98.2	75.4	97.9	84.9	51.0
CCCCCCCCCCCCCCCC(=O)N1CCN(C)CC1	105.8	71.3	90.0	85.1	68.6	51.1	68.6	73.2	17.1
O=C1/C(=C\c2cccc3nccnc23)SC(=S)N1CCc1ccc(O)cc1	95.4	96.4	101.0	93.7	104.8	116.3	118.5	100.7	81.9
CCCCCCCCCCCCCCCCCCN=Cc1ccccc1O	86.8	95.0	96.6	98.9	88.8	99.5	86.4	90.7	101.5
C=C1CCC2C3(C)COC(c4ccccc4)OC3CCC2(C)C1CC(NCc1ccccc1)C1=CCOC1=O (stereo unspecified)	63.6	90.8	89.8	80.8	97.0	73.5	88.3	87.1	77.6
C/C(C/C(C)=N/C(N)=S)=N\C(N)=S	104.3	109.0	101.7	104.1	106.6	100.3	115.1	101.7	91.8
CCCC(=O)Oc1ccc2c(c1)Oc1cc(OC(=O)CCC)ccc1C21OC(=O)c2ccccc21	98.6	97.5	102.5	103.6	105.5	99.4	102.0	106.4	90.7
Cc1c(NS(=O)(=O)c2ccccc2)c(C)c(NS(=O)(=O)c2ccccc2)c(C)c1NS(=O)(=O)c1ccccc1	96.7	107.0	102.7	98.3	102.0	100.1	104.6	93.9	61.8

As entered above.
Value of `O=C(COc1ccccc1)NCC(=O)Nc1ccc(Oc2ccccc2)cc1` under NCI-H23: 110.1
Value of `C/C(C/C(C)=N/C(N)=S)=N\C(N)=S` under NCI-H522: 91.8
Value of `CCCCCCCCCCCCCCCCCCN=Cc1ccccc1O` under SW-620: 96.6
Value of `Cc1c(NS(=O)(=O)c2ccccc2)c(C)c(NS(=O)(=O)c2ccccc2)c(C)c1NS(=O)(=O)c1ccccc1` under NCI-H322M: 107.0
Value of `CCCCCCCCCCCCCCCC(=O)N1CCN(C)CC1` under HT29: 51.1
Value of `CCn1c(N)cc(=O)[nH]c1=S` under HCT-15: 111.3

Further structures:
SMILES	NCI-H226	NCI-H322M	SW-620	NCI-H23	NCI-H460	HT29	COLO 205	HCT-15	NCI-H522
O=C1O/C(=C\c2nc3ccccc3s2)c2ccccc21	69.0	95.7	90.3	92.4	101.0	110.7	95.8	91.6	.
CCN1CCN(c2ncnc3cc(OC)c(OC)cc23)CC1	112.7	115.5	102.4	97.3	104.4	98.2	103.5	111.7	99.0
O=C1NC(=O)C(Cc2ccc(OCc3ccc(-c4ccccc4)cc3)cc2)S1 (stereo unspecified)	92.4	91.6	89.4	71.8	90.1	115.4	112.0	55.3	52.9
CN1CCN2c3ccccc3Cc3ccccc3C2C1 (stereo unspecified)	100.2	.	96.8	94.4	103.4	90.5	104.6	93.6	.
O=C(Cn1ncnn1)NCc1cc(-c2cccc(Cl)c2)no1	106.9	99.2	115.0	101.1	116.2	98.0	110.4	104.1	90.9
CCOc1cccc(Nc2nc(N)nc3[nH]c4ccc(O)cc4c23)c1	79.5	65.1	76.1	68.5	82.0	93.3	96.9	85.4	49.2
COc1ccc(Cc2ccccc2C(=O)O)cc1	109.6&96.0	97.4&101.6	111.8&100.7	101.7&110.0	109.5&105.8	96.8&102.7	110.7&107.9	105.9&108.8	91.2&95.4
O=C(Nc1ccc(F)cc1)c1n[nH]c2c1CCCCC2	89.8	99.4	107.6	94.4	107.1	99.8	121.2	97.3	89.3
CCC/C=C/C=N/N1C(=S)N(c2cccnc2)[C@]23OC(N)=C(C#N)[C@]12C(=O)c1ccccc13	97.5	91.4	115.2	95.0	109.5	96.2	117.0	93.1	78.9
COc1ccc(/C=C2\CCCC3C2=NNC3c2ccc(OC)cc2)cc1 (stereo unspecified)	109.0&95.0	96.5&114.5	102.0&102.0	96.4&101.4	100.9&108.6	101.8&111.7	98.9&114.9	99.4&106.5	93.2&88.7
O=C(CCCCCC1CCCCC1)OC1CCCC1	101.7	98.9	103.3	98.6	102.8	107.5	114.2	111.5	96.6
Oc1ccc([S+](c2ccc(O)cc2)c2ccc(O)cc2)cc1	88.3	95.3	106.8	106.1	.	108.5	101.8	97.4	112.0
CCN1CCN(CC(=O)NCCc2c[nH]c3ccccc23)C(=O)c2ccccc2C1=O	91.1	103.3	102.5	97.1	109.3	94.0	104.7	99.3	91.2
O=C1C(=O)c2c(nc3n[nH]c(-c4ccc(Cl)cc4)c3c2-c2ccccc2)-c2ccccc21	86.0	89.9	98.6	86.0	98.6	85.4	96.9	82.1	111.7
[O-][N+](CCO)(CCO)Cc1ccccc1	96.8	99.6	102.3	106.9	106.6	91.4	113.3	98.1	50.5
N#Cc1c(-c2ccccc2Br)cc(-c2ccc(Br)s2)[nH]c1=O	.	102.9	106.5	97.8	101.6	119.5	.	94.2	88.9
CC1SC(c2ccccc2O)N(NC(=O)CCC(=O)c2nc3ncccc3[nH]2)C1=O (stereo unspecified)	80.7	93.4	92.6	86.5	103.0	105.3	110.2	102.6	95.5
O=C1C=CC(=O)N1c1cccc(N2C(=O)C=CC2=O)c1	111.1	116.2	4.7*	98.7	118.9	23.5	-48.1*	23.1	-73.1*
Cc1cc(N2CCCCC2)nc(N2CCN(CC(=O)Nc3ccc4c(ccn4C)c3)CC2)n1	99.2	99.7	95.9	102.3	102.9	78.7	98.4	79.8	89.6
O=C(Nc1ccc(C(=O)Nc2ccc(C3=NCCCN3)cc2)cc1)Nc1ccc(C2=NCCCN2)cc1	67.9	84.8	101.1	63.0	75.0	92.8	104.7	100.2	71.6
O=C(O)c1ccc(-n2cc(CNc3ccccc3)c(-c3ccccc3)n2)cc1	98.0	.	100.7	97.8	96.8	106.3	102.8	91.5	90.3
Nc1nc(-c2cccc([N+](=O)[O-])c2)c(N=Nc2cccc(Cl)c2)s1	58.5	75.1	52.4	45.5	49.5	40.7	48.1	16.3	26.0
C=CC(=O)N1CN(C(=O)C=C)CN(C(=O)C=C)C1	87.0	108.4	15.3	67.4	102.1	26.2	-44.4*	3.7*	-35.4*
O=C1NNC(c2ccccc2)=N/C1=C\c1ccccc1Cl	96.4	98.4	104.6	87.8	102.1	106.3	108.4	102.3	81.4
N#C/C(=C\c1ccc(Cl)o1)c1cc2ccccc2[nH]1	83.3	100.8	97.1	91.1	97.4	105.3	115.1	89.9	84.0
COc1ccc2c(CCc3ccc(Cl)cc3)c3[n+](cc2c1OC)CCc1cc2c(cc1-3)OCO2	71.4	90.4	73.2	26.1	10.6	43.1	27.1	110.7	13.4
Nc1c(C(=O)N/N=C/c2cccc(OCc3ccccc3)c2)cnn1CC(O)c1ccccc1 (stereo unspecified)	81.6	81.1	92.6	81.0	71.4	81.2	86.9	71.0	70.0
C=C1C(=O)O[C@H]2[C@H]1CC/C(COC(=O)NCc1[nH]nc3ccccc13)=C\CC[C@@]1(C)O[C@@H]21	65.4	87.6	-28.9*	69.4	28.6	-32.6*	-76.7*	5.4*	-68.6*
CCn1c(C)nc2cc(C(N)=O)ccc21	89.9	86.8	100.0	94.3	101.4	98.7	120.0	92.8	90.7
c1cncc(-c2csc(-c3c[nH]c4ccccc34)n2)c1	84.1	.	102.1	84.4	97.0	92.4	94.9	85.4	73.5
CC1CCCNC1 (stereo unspecified)	109.0	110.3	106.1	.	109.8	100.7	107.5	104.6	88.4
CC(C)(C)c1cc(NC(=O)Nc2ccc(-c3cn4c5c(sc4n3)CCc3cn(CCCN4CCCCC4)cc3-5)cc2)no1	92.6	-78.8*	-68.2*	-84.2*	-69.1*	-50.7*	5.8*	-82.7*	-55.3*
Cc1cc(=O)oc2cc(OCCn3c(C)nn(-c4ccc(Cl)cc4)c3=O)ccc12	50.1	58.7	.	45.8	17.2	0.7*	10.6	17.7	.
O=C(N/N=C/c1ccc(Cl)cc1)c1ccc(Cc2n[nH]c(=O)c3cccnc23)cc1	96.1	.	113.4	90.6	108.6	99.3	104.4	97.1	89.0
CN1C(=O)N(C)C2Nn3c(s/c(=C\c4ccc[nH]4)c3=O)=NC21 (stereo unspecified)	108.2	100.8	101.0	103.2	107.5	107.1	115.6	101.5	93.5
O=S(=O)(NCCCNc1nccc(-c2c(-c3ccc(F)cc3)nc3sccn23)n1)c1ccc2ccccc2c1	57.4	49.6	51.9	66.2	22.7	-7.7*	10.1	35.1	46.2
CCN(CC)CCOC(=O)C1(C2CCCCC2)CCCCC1	99.6	102.5	104.0	104.6	106.4	90.3	95.3	110.6	104.4
CN(C)Cc1cc(C(C)(C)C)cc(C(C)(C)C)c1O	97.1	98.5	105.3	100.6	107.3	107.0	114.5	102.6	103.0

An excerpt from above, reduced to SW-620:
Compound | SW-620
O=C(N/N=C/c1ccc(Cl)cc1)c1ccc(Cc2n[nH]c(=O)c3cccnc23)cc1 | 113.4
CN1C(=O)N(C)C2Nn3c(s/c(=C\c4ccc[nH]4)c3=O)=NC21 (stereo unspecified) | 101.0
O=S(=O)(NCCCNc1nccc(-c2c(-c3ccc(F)cc3)nc3sccn23)n1)c1ccc2ccccc2c1 | 51.9
